From PubChem
BAZ2B inh – BAZ2B (human) inhibition | AlphaScreen BAZ2B-H3K14Ac peptide displacement | Potency, µM (series often up to 114 µM), inactives show top-dose activity change, negative = inhibition, usual class: inhibitors | actives 4.4% (n = 360,000); note: % is set by controls: 0 for no effect and ±100 for the full control effect; nearly all actives have a fitted effect of over 60% in size
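Inhibition is scored as reduced AlphaScreen emission. The BAZ2B/b-H3(5-23)K14Ac complex (50 nM each) in PBS pH 7.4, 0.01% Tween-20 meets compound (up to 110 uM) for 30 min at RT before bead addition.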
APEX1 inh – APE1 (human) endonuclease inhibition. P27695. recombinant APE1, TAMRA/BHQ-2 abasic DNA cleavage fluorescence. Potency, µM (top dose mostly 65.8 µM), for the others: top-dose activity change, negative = inhibition, most hits filed as inhibitors. actives 0.35% (n = 350,000). AID 2517;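 note: plate controls were vehicle for no effect and reference inhibitor for full effect; nearly all actives have a fitted effect of over 55% in size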
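Quantitative HTS: incision of a TAMRA/BHQ-2 double-stranded substrate bearing a tetrahydrofuran abasic site by 0.75 nM APE1 raises fluorescence. Substrate 50 nM final, added after 15 min compound preincubation at room temperature; progress as third-minus-first kinetic read difference.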
BLM helicase inh – Bloom syndrome helicase (human) inhibition | Potency, µM (series often up to 56.1 µM), for the others: top-dose activity change, negative = inhibition, actives largely listed as inhibitors | recombinant BLM DNA unwinding, fluorescence dequenching | actives 0.2% (n = 350,000) | P54132;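 note: plate controls were vehicle for no effect and no enzyme for full effect; nearly all actives have a fitted effect of over 35% in size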
Target sequence (P54132 whole entry, looked up): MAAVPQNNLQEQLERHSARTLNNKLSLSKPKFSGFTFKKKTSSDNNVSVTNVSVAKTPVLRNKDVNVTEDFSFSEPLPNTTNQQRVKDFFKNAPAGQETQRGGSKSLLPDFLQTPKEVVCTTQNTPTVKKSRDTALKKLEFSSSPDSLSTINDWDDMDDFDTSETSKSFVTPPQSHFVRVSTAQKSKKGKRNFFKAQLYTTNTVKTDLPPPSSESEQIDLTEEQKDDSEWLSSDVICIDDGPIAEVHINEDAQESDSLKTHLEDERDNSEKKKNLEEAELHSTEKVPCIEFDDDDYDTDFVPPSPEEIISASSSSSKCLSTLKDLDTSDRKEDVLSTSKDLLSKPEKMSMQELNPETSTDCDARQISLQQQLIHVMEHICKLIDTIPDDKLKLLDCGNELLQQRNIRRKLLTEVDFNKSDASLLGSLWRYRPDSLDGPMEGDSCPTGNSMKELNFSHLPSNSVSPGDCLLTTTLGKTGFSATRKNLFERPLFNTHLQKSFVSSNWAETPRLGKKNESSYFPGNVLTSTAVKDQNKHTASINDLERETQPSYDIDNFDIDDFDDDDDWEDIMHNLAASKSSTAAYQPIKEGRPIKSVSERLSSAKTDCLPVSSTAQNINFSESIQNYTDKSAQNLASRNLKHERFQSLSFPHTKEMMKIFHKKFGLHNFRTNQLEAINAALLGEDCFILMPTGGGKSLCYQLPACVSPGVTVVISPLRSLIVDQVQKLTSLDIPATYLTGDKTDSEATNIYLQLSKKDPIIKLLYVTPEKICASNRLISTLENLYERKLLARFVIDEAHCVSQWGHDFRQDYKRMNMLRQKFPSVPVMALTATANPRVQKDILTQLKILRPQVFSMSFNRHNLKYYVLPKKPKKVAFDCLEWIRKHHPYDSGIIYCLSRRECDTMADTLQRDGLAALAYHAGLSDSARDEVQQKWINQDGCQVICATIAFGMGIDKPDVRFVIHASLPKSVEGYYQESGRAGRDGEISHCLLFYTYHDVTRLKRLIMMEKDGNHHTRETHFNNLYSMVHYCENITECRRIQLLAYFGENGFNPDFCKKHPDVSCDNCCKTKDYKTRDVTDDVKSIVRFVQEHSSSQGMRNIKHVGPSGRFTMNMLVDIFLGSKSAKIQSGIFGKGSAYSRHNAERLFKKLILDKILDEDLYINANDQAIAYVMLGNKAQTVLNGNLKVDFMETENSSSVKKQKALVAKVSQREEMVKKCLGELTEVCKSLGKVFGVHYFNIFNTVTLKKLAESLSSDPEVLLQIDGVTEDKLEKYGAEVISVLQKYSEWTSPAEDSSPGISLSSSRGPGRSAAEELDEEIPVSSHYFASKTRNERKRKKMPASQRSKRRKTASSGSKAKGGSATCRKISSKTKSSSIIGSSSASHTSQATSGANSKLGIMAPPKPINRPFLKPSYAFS
Pol iota inh – inhibitors of human DNA polymerase iota; Q9UNA4; Pol iota fluorescent replication assay, 10 min; Potency, µM (doses to about 115 µM), for the others: top-dose activity, negative = inhibition, actives largely listed as inhibitors; actives 1% (n = 390,000)
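Fluorescent replication assay read twice, at 0 min and 10 min after adding 50 nM (final) substrate. Enzyme (10 nM) and compounds were first incubated 15 min at room temperature; enzyme-free buffer wells were negative controls.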
POLH inh – blocks human DNA polymerase eta activity. recombinant Pol eta, fluorescent DNA replication assay. Potency, µM (highest dose often 114 µM), for inactives: at the highest dose activity change, negative = inhibition, most hits filed as inhibitors. Q9Y253. AID 588591. actives 1.2% (n = 390,000); note: % is set by controls: 0 for no effect and ±100 for the full control effect
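Pol eta (10 nM) was preincubated with compounds for 15 min at room temperature, after which fluorescent replication substrate (50 nM final) was added to start the reaction. Fluorescence was read kinetically at 0 and 10 min.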
POLK inh – blocks human DNA polymerase kappa activity. purified Pol kappa, fluorescent DNA synthesis assay, 10 min. Q9UBT6. actives 0.53% (n = 400,000). Potency, µM (titrated, usually from 107 µM), for inactives: at the top dose activity, negative = inhibition, hits mostly inhibitors; note: % is set by controls: 0 for no effect and ±100 for the full control effect
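10 nM Pol kappa preincubated 15 min at room temperature with compounds, then reaction started with substrate at 50 nM final. Fluorescence read kinetically at 0 and 10 min; buffer-only wells served as negative control.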
Pol beta inh – blocks human DNA polymerase beta activity | Potency, µM (titrated, usually from 114 µM), without a hit: top-dose activity change, negative = inhibition, hits mostly inhibitors | Pol beta primer extension/strand displacement, fluorescence kinetic | actives 1.3% (n = 340,000) | AID 485314 | P06746; note: % is set by controls: 0 for no effect and ±100 for the full control effect
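Pol beta (10 nM) was preincubated with compound for 15 min at room temperature. The reaction was then started with 50 nM substrate and read immediately and after a further 10 min at room temperature.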
Apoferritin bind – binds horse apoferritin like a general anesthetic. P02791. apoferritin/1-aminoanthracene competitive binding, fluorescence. Potency, µM (doses to about 77.5 µM), inactives show at the top dose activity change, negative = displacement, actives largely listed as inhibitors. actives 0.074% (n = 350,000). AID 485281; note: % is set by controls: 0 for no effect and ±100 for the full control effect; nearly all actives have a fitted effect of over 20% in size
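Probe: 1-aminoanthracene (50% saturated, PBS). Protein: horse-spleen apoferritin, 10 uM. Incubation: 10 min, room temperature. Detection: 380 nm excitation, 535 nm emission. Analysis: normalized response, four-parameter Hill.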
G9a inh – inhibitors of human histone lysine methyltransferase G9a; G9a H3K9 monomethylation, AlphaScreen, 2 h; Potency, µM (doses to about 102 µM), without a hit: top-dose activity, negative = inhibition, actives largely listed as inhibitors; Q96KQ7; AID 504332; actives 8.8% (n = 350,000); note: % is set by controls: 0 for no effect and ±100 for the full control effect; nearly all actives have a fitted effect of over 75% in size
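Readings reflect AlphaScreen signal from monomethyl-H3K9 antibody detection. HMT at 20 nM; substrate b-H3K9 500 nM; cofactor SAM 20 uM; 2 h RT reaction; compounds tested as titrations in qHTS with 15 min preincubation.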
The depositor's hits bear a star; i = inactive; ? = inconclusive; / = not tested or not shown; ! = not confirmed by another sample; [ ] = remark or other dose. Calls come from the whole dose curve; as a rule, active = well fitted curve in the direction sought with a large enough effect; inconclusive = small, poorly fitted or top-dose-only effect, or another doubt; inactive = no such curve, though single readings can be large; an effect the other way counts as inactive or inconclusive. Potency is the fitted concentration of half-maximal effect. A portion of the library. The share of hits here may be higher or lower than overall.

SMILES	BAZ2B inh	APEX1 inh	BLM helicase inh	Pol iota inh	POLH inh	POLK inh	Pol beta inh	Apoferritin bind	G9a inh
CC(OC(=O)CN1C(=O)c2ccccc2C1=O)C(=O)c1ccccc1 (configuration not stated)	3%	-10%	/	26%	-18%	-9%	/	/	13%[12.7 µM]
COc1ccc(C2(C(N)=O)CCCCC2)cc1OC	-2%	0%	0%	-15%	-9%	-2%	4%	-21%	5%
COc1ccc(C(=O)NC2(C(F)(F)F)NC(=O)N(CCCc3ccccc3)C2=O)c(OC)c1OC (configuration not stated)	2%	-5%	-13%	126%[activator]	-19%	-12%	1%	-17%	6%[59 µM]
Cn1cc(C[C@H](C(=O)O)N2C(=O)c3ccc(C(=O)O)cc3C2=O)c2ccccc21	-37%	?	3%	/	/	/	/	-2%	-1%[12.7 µM]
O=C(c1ccc(COc2ccccc2Br)cc1)N1CCCCC1	17%	12%	-9%	4%	-9%	-10%	0%	-22%	4%[59 µM]
COc1ccc(C)cc1NC(=O)c1ccc2c(c1)OCO2	-27%	1%	-4%	i	4%	-10%	-1%	-18%	-31%[12.7 µM]
Cc1noc(C)c1S(=O)(=O)N1CCCC1C(=O)O (configuration not stated)	6%	16%	-2%	35%[activator]	4%	-17%	-11%	-4%	-6%
COc1ccc(C(=O)N2CCN(C(=O)C3CCCO3)CC2)cc1[N+](=O)[O-] (configuration not stated)	/	-6%	/	-4%	-16%	17%	/	/	/
Cn1nccc1C(=O)NC1CCCc2c1cnn2-c1ccc(F)cc1F (configuration not stated)	-18%	30%	-1%	107%[activator]	-14%	-19%	6%	-5%	79µM*
COc1cc(/C=C/C(=O)OCC(=O)NC(=O)NC(C)C)cc(S(=O)(=O)N2CCc3ccccc32)c1OC	-29%	-3%	-14%	56%[activator]	-11%	-9%	-1%	?	?
Cc1cc(C)c2c(n1)nn1c(NCCN3CCOCC3)cc(C)nc21	8%	0%	1%	18%	1%	-19%	7%	114%[activator]	?
Cc1cc(Nc2cnc3ccccc3n2)n(-c2ccccc2)n1	-5%[57.1 µM]	20%	-9%	2%	-7%	-17%	4%	-20%	-13%[12.7 µM]
COc1ccc(Cn2cc(F)c(=O)n(C)c2=O)cc1[N+](=O)[O-]	-21%	-8%	-2%	-9%[58.9 µM]	-2%	-4%	-9%	5%	8%
CN(c1ccccc1)S(=O)(=O)c1ccc(C(=O)NCCc2ccccc2)cc1	8%	18%[12.4 µM]	-9%	3%	-26%	-17%	3%	2%	-7%[59 µM]
NC(CC(=O)O)c1ccc(F)cc1 (configuration not stated)	-2%	3%	3%	2%	-10%	-3%	-18%	-5%	19%[59 µM]
Cc1nc(N2CCN(c3ccccc3)CC2)c2c3c(sc2n1)CCC3	?	-3%	-3%	/	/	/	0%	-8%	?
CC(C)Oc1ccc(CNC(=O)Cc2ccc(NC(=O)N3CCSc4ncccc43)cc2)cc1	-12%	/	-2%	9%	-9%	-10%	-27%	-9%	0%[59 µM]
CCOc1ccc(C(=O)NC(=S)Nc2cccnc2)cc1[N+](=O)[O-]	-17%	8%	-1%	76%[activator]	-9%	1%	4%	-2%	?
Cc1cc(Br)c(NC(=O)COC(=O)CC2CC3CCC2C3)c(Br)c1 (configuration not stated)	/	10%	/	-5%	-4%	1%	/	/	/
CC(C)CC1CC(C)(c2csc(NNC(=O)c3ccccc3)n2)OC1=O (configuration not stated)	0%	2%	-3%	18%	-15%	4%	-15%	-13%	45µM*
CSc1ccc(CNc2ccccc2)cc1	9%	18%	-7%	/	/	/	-9%	?	12%[59 µM]
Cc1cc(C(=O)CSc2nnc(-c3ccccc3)n2C)c(C)n1C	-23%	2%	1%	-6%	-3%	-20%	-26%	-9%	?
Cc1ccc(-n2[nH]c(C)c(C=NC34CN5CN(CN(C5)C3)C4)c2=O)cc1C	-15%	2%	-6%	15%	-11%	-15%	14%	-9%	8%[59 µM]
CCOc1ccc(-c2cc(C(=O)NCC3CCCO3)c3ccccc3n2)cc1 (configuration not stated)	14%	-1%	-3%	18%	-19%	-13%	12%	-1%	-6%
CCOc1ccc(CNC(=O)c2cccn2-c2nnc(N3CCCCC3)s2)cc1OC	?	/	-4%	20%	-2%	-7%	?	-1%	-2%[59 µM]
COc1ccc(OC)c(Nc2nc(-c3ccncc3)nc3ccccc23)c1	2%	-5%	-4%	18%	?	8%	14%	4%	-2%
O=C(CSc1nnc2ccccn12)NNC(=O)c1ccc(F)cc1	-2%	-1%	-4%	135%[activator]	-16%	0%	9%	0%	-5%
O=C(N/N=C/c1ccncc1)c1nn(Cc2ccccc2)c(=O)c2ccccc12	/	7%	5%	8%	-9%	-4%	64%	-15%	21%
N#Cc1c(C(F)(F)F)cc(-c2ccco2)nc1SCc1ccccn1	-1%	-4%	-7%	29%	-11%	-9%	0%	25%	-32%[59 µM]
O=C(Nc1ccc2nsnc2c1)c1cccs1	50%[activator]	-3%	-5%	5%	-10%	-18%	1%	-10%	21%[12.7 µM]

Some of these compounds in order of SMILES length, largest number first:
SMILES	BAZ2B inh	APEX1 inh	BLM helicase inh	Pol iota inh	POLH inh	POLK inh	Pol beta inh	Apoferritin bind	G9a inh
CCOc1ccc(C(=O)NC(=S)Nc2cccnc2)cc1[N+](=O)[O-]	-17%	8%	-1%	76%[activator]	-9%	1%	4%	-2%	?
Cc1nc(N2CCN(c3ccccc3)CC2)c2c3c(sc2n1)CCC3	?	-3%	-3%	/	/	/	0%	-8%	?
CSc1ccc(CNc2ccccc2)cc1	9%	18%	-7%	/	/	/	-9%	?	12%[59 µM]

Continuation.
SMILES	BAZ2B inh	APEX1 inh	BLM helicase inh	Pol iota inh	POLH inh	POLK inh	Pol beta inh	Apoferritin bind	G9a inh
O=C1CN(c2ccc(F)cc2)C(=S)N1c1ccccc1	2%	14%	-3%	136%[activator]	-9%	-3%	28%	-12%	-8%
CN1CCN(CC(=O)N2c3ccccc3C(=O)Nc3cccnc32)CC1	11%	5%	-2%	-12%[58.9 µM]	?	-18%[60.1 µM]	18%	-10%	30µM*!
Cc1ccc(C)c(S(=O)(=O)N2CCN(Cc3ccc(O)c4ncccc34)CC2)c1	/	-4%	0%	49%[activator]	-23%	-9%	-21%	-7%	-38%
COc1ccc(CNCc2cc3c(C(C)(C)C)nn(-c4ccccc4)c3[nH]c2=O)cc1	-21%	-2%	-4%	25%	-16%	-7%	-25%	?	-9%[59 µM]
CC1=C(c2ccc(Cl)cc2)S(=O)(=O)N=C1N1CCN(c2cc(C)ccc2C)CC1	?	/	-5%	21%	-10%	10%	?	?	-4%[59 µM]
Cc1nn(C)c(C)c1CCC(=O)N1CCCC(Nc2ccc(C(C)C)cc2)C1 (configuration not stated)	?	-25%	1%	37%[activator]	-13%	6%	19%	-14%	/
CCC(C)(C(=O)NC1CCCC1)N(Cc1cccs1)C(=O)Cc1cccs1 (configuration not stated)	-35%	-1%	-3%	10%	-6%	-2%	-8%	-18%	?
O=C(CN1C(=O)NC2(CCCCC2)C1=O)Nc1ccc2[nH]c(=O)[nH]c2c1	2%	-5%	/	56%[activator]	1%	0%	/	/	8%[12.7 µM]
CCOC(=O)c1ccc(NC(=O)CSc2nnc(CNC(=O)c3ccccc3F)o2)cc1	4%	10%	-2%	4%	-13%	15%	2%	-17%	23%[12.7 µM]
Cc1cccc(N(C)C(CNS(=O)(=O)c2ccccc2)c2ccccc2)c1 (configuration not stated)	-23%	/	-16%	5%	/	-10%	3%	53%[activator]	1%[59 µM]
CCOC(=O)N1CCN(C(=O)c2ccc3c(=O)n(-c4cc(OC)ccc4OC)c(=S)[nH]c3c2)CC1	-18%	8%	-6%	-11%	-7%	-4%	33%	-6%	22%
O=C(NCCCN1CCOCC1)c1ccc(CSc2ccc(Cl)cc2)cc1	/	-5%	2%	82%[activator]	-16%	2%	-5%	?	?
CCOC(=O)N1CCc2c(sc3c2c(=O)n(-c2ccc(CC)cc2)c(=O)n3Cc2ccc(F)cc2Cl)C1	-2%	/	-5%	15%	-20%	-1%	10%	-15%	6%[59 µM]
NS(=O)(=O)c1ccc(NC(=S)Nc2ccc(S(=O)(=O)N3CCCC3)cc2)cc1	5%	17%	1%	13%	8%	-16%	-17%	-8%	?
O=C(Nc1ccccc1N1CCCCC1)c1ccc(F)c(S(=O)(=O)N2CCOCC2)c1	2%	1%	/	-22%	?	0%	/	/	-33%
CCCc1ccc(-c2cc(NC(=O)CSc3nnc(N)s3)n(-c3ccccc3)n2)cc1	-8%	1%	-12%	91%[activator]	-29%	-3%	-19%[57.1 µM]	?	4%
O=C(c1cc(=O)[nH]c2ccccc12)N(Cc1nnc(-c2ccccc2Cl)o1)C1CC1	8%	-4%	/	25%	-4%	5%	/	/	50µM*
Cc1csc(SCC(=O)N2CCN(S(=O)(=O)c3ccccc3)CC2)n1	6%	-3%	5%	26%	-4%	-7%	17%	-14%	51%[activator][12.7 µM]
O=S(=O)(Cc1cnc(Cl)s1)c1ccccc1	2%	-1%	-1%	19%	-17%	3%	-11%	4%	-8%[59 µM]
N#Cc1ccc(OCC(=O)N/N=C2\CCc3ccccc32)cc1	9%	-1%	-9%	14%	10%	-16%	4%	-16%	3%[59 µM]
O=S(=O)(NCc1cn2ccsc2n1)c1ccc2c(c1)OCCO2	-4%	1%	-1%	-2%	-21%	-3%	3%	6%	-43%
O=C(Nc1cccc(Cl)c1)c1ccc2ncsc2c1	17%	-2%	-2%	-19%	1%	-6%	3%	8%	7%
O=C(Nc1nc2ccccc2[nH]1)c1cc(F)cc(F)c1	-29%	-1%	0%	35%[activator]	-15%	-15%	-3%	3%	11%
O=C(CN1CCCC1)NCc1ccccc1	1%	48%	-1%	13%	-9%	3%	14%	1%	2%
COc1cccc(CC2(CO)CCCN(Cc3ccc(CN4CCCCC4)s3)C2)c1 (configuration not stated)	-6%	12%	-5%	?	-15%	1%	-24%	-3%	-6%
CS(=O)(=O)N1CCCC(C(=O)Nc2ccc(F)cc2)C1 (configuration not stated)	9%[0.457 µM]	-3%	0%	128%[activator]	1%	5%	8%	-3%	/
